# HT1080 cytotoxicity: cytotoxicity in HT1080 fibrosarcoma cells, cell-based, fluorescence readout (AID 620). HT1080 viability, fluorescence; higher % means a stronger effect. cytotoxicity, % at 10 µM; hits with a dose series show EC50 in µM. 87,000 compounds, 0.42% hits;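 also: cells exposed to compound overnight then 4 h with Alamar Blue; 0% = vehicle DMSO and 100% = killing control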
# DPM-DC inhibit: S. pneumoniae DPM-DC inhibitors, primary screen, biochemical, PK/LDH-coupled NADH fluorescence. diphosphomevalonate decarboxylase (Streptococcus pneumoniae D39). purified DPM-DC. calls only at 10 µM. 65,000 compounds, 0.49% hits;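 active = the 320 compounds with the highest percent inhibition in the single-dose primary screen, excluding strongly autofluorescent ones, cut at about 32% in these data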;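 also: kinetic rate of NADH fluorescence loss reporting ADP formed by the decarboxylase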
# HPDE-C7 viability: cytotoxicity in HPDE-C7 cells, cell-based, fluorescence, HTS (AID 430). 63,000 compounds, 1.8% hits. cytotoxicity, % at 10 µM; hits with a dose series show EC50 in µM. HPDE-C7 pancreatic duct cells viability, fluorescence; higher % means a stronger effect;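 also: cells exposed to compound for 48 hours before viability readout; 0% = vehicle and 100% = reference cytotoxic drug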
# Alkaline phosphatase: human TNAP enzyme inhibitors, biochemical, luminescent (AID 518); Alkaline phosphatase, tissue-nonspecific isozyme (Homo sapiens); purified TNAP enzyme, luminescent substrate readout; higher % means a stronger effect; inhibition, % at 20 µM; hits with a dose series show IC50 in µM; 64,000 compounds, 0.09% hits; in the data active = a potency from the dose series; inactive = the rest, 99 in 100 with inhibition below about 22%;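 also: plate controls were vehicle for no effect and reference inhibitor for full effect; many of its hits are not listed in these tables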
# LYP phosphatase: LYP phosphatase inhibitors, primary screen, biochemical, DiFMUP fluorescence, recombinant catalytic domain, 10 µM (AID 606); Tyrosine-protein phosphatase non-receptor type 22 (Homo sapiens); recombinant LYP catalytic domain, DiFMUP fluorescence; higher % means a stronger effect; inhibition, % at 10 µM, or IC50 in µM where a hit was titrated; 52,000 tested, under 10 active;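 active = IC50 under 40 µM in the dose-response test; inactive = IC50 of 40 µM or more, or never dose-tested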
# Spn MK inh: S. pneumoniae MK inhibitors, primary screen, biochemical, PK/LDH-coupled NADH absorbance. inhibition, % at 10 µM. purified MK, PK/LDH-coupled NADH absorbance 340 nm. 65,000 compounds, 0.48% hits. mevalonate kinase [Streptococcus pneumoniae D39]. AID 555, 2006;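 active = ranked among the strongest by inhibition in the single 10 µM screen, a fixed top-ranked set picked for dose follow-up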; also: no value below 0 was filed
# HPDE-C7K KRASV12: cytotoxicity in KRAS-transformed pancreatic duct cells, primary screen, cell-based, fluorescence, HTS (AID 431); 63,000 compounds, 1.7% hits; HPDE-C7K KRASV12 cells, Alamar Blue viability, 48 h; higher % means a stronger effect; cytotoxicity, % at 10 µM, or EC50 in µM where a hit was titrated;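 active = compounds whose percent cytotoxicity in the single-dose primary screen, scaled between solvent and toxic-drug controls, exceeds 50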;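 also: 0% = DMSO solvent wells and 100% = doxorubicin-treated wells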
# Bfl-1 inhibitors: Bfl-1 inhibitors, primary screen, biochemical, fluorescence polarization, FITC-Bid, mouse (AID 432). Bcl-2-related protein A1 (Mus musculus). 64,000 compounds, 0.02% hits. displacement, % at 20 µM, or IC50 in µM where a hit was titrated. FITC-Bid BH3 peptide fluorescence polarization displacement; higher % means a stronger effect; in the data active = a potency from the dose series; inactive = the rest, 99 in 100 with displacement below about 15%; also: strong numbers were not always called active
# PMK inhibit: S. pneumoniae PMK inhibitors, primary screen, biochemical, mevalonate pathway, pilot trial included | phosphomevalonate kinase (Streptococcus pneumoniae D39) | purified PMK, PK/LDH-coupled NADH absorbance 340 nm | inhibition, % at 10 µM | 65,000 compounds, 0.49% hits | AID 539, 2006;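 active = top-ranked compounds by inhibition in the single 10 µM screen, taking a fixed number of the strongest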;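 also: 0% = full reaction with DMSO carrier and 100% = background rate without enzyme reaction; no value below 0 was filed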
# PMK inhibit pilot replicates: also measured in PMK inhibit; calls as there; inhibition, %; measured here: pilot screen replicates
# Spn MK inh pilot replicates: recorded beside Spn MK inh, whose call it bears; inhibition, %; measured here: pilot screen replicates
# DPM-DC inhibit pilot screen %: second read-out of DPM-DC inhibit, no call of its own (marks repeat the call); inhibition, %; measured here: pilot screen trials
# * hit, by the source's call; i = inactive; . = not tested or not shown. Rule as the data show it, unless noted: active = cytotoxicity above about 50%; inactive = the rest.
SMILES,HT1080 cytotoxicity,DPM-DC inhibit,HPDE-C7 viability,Alkaline phosphatase,LYP phosphatase,Spn MK inh,HPDE-C7K KRASV12,Bfl-1 inhibitors,PMK inhibit,others
CCOC(=O)Cn1nnc(-c2ccc(S(C)(=O)=O)cc2)n1,2%,i,.,8%,-6%,5,.,-11%,0,
c1ccc(CSc2nnc(SCc3ccccn3)s2)nc1,-5%,i,11%,14%,.,5,-6%,-2%,0,
O=C(COC(=O)CCc1ccc(S(=O)(=O)N2CCCCC2)cc1)Nc1ccc2c(c1)OCO2,-9%,i,-2%,7%,-2%,0,-10%,0%,15,
CCCCCCn1c(N2CCC(C(N)=O)CC2)nc2c1c(=O)[nH]c(=O)n2C,-14%,i,8%,1%,5%,4,8%,5%,0,
COc1ccc(OC)c(NC(=O)Cn2cc(C(=O)c3ccco3)c3ccccc32)c1,8%,i,10%,10%,9%,6,11%,1%,6,
Cn1c(=O)c2c(nc(CN3CCOCC3)n2CC(=O)c2ccccc2)n(C)c1=O,2%,i,.,.,-1%,7,.,.,5,
Cc1c(NC(=O)COc2ncnc3ccccc23)c(=O)n(-c2ccccc2)n1C,-8%,i,-4%,9%,-2%,0,2%,-12%,9,
Cc1cn([C@H]2C[C@H](N=[N+]=[N-])[C@@H](CO)O2)c(=O)[nH]c1=O,12%,i,-8%,9%,9%,8,-6%,-6%,6,PMK inhibit pilot replicates=8.0;Spn MK inh pilot replicates=0.0;DPM-DC inhibit pilot screen %=1.5
CCNc1nc(Oc2ccc(=O)[nH]n2)nc(SC)n1,3%,i,1%,7%,-5%,3,2%,-5%,3,
Cc1onc(-c2ccccc2)c1C(=O)N1CCN(S(=O)(=O)c2ccc3c(c2)OCCO3)CC1,-9%,i,0%,6%,3%,6,-5%,-8%,18,
CCCSc1nc(C)c(CC(=O)O)c(=O)[nH]1,-6%,i,-10%,5%,17%,0,-5%,11%,10,
COc1ccc(OC)c(NC(=O)CSc2ncccc2C(=O)O)c1,10%,i,-9%,5%,5%,19,-16%,3%,9,PMK inhibit pilot replicates=0.0;Spn MK inh pilot replicates=1.0;DPM-DC inhibit pilot screen %=0.0
CC(=O)c1cc2c(cc1NC(=O)Nc1cccc(Cl)c1)OCCO2,-1%,i,-14%,10%,7%,6,-16%,5%,0,
c1ccc2sc(N3CCN(Cc4nnnn4CC4CCCO4)CC3)nc2c1 (stereo not given),-5%,i,-6%,11%,7%,6,-7%,-1%,14,
CC(C)COC(=O)N(C)c1ccc(C(O)(C(F)(F)F)C(F)(F)F)cc1,-4%,i,-4%,9%,4%,2,15%,-10%,13,PMK inhibit pilot replicates=0.0;Spn MK inh pilot replicates=0.0;DPM-DC inhibit pilot screen %=1.0
C=CCn1c(CCNC(=O)C(C)(C)C)nc2ccccc21,5%,i,-16%,-1%,1%,11,-6%,3%,0,
CC(=O)c1ccc(N2CCCCCC2)c(F)c1,-1%,i,-22%,12%,6%,6,-39%,1%,3,
Clc1ccc(-n2nnnc2-c2ccccc2)cc1,3%,i,-17%,6%,-1%,8,-6%,-5%,7,
Cn1cc(SCC(=O)NCC2CCCO2)c2ccccc21 (stereo not given),-6%,i,-14%,7%,-2%,5,-6%,-6%,5,
O=C(O)c1cc(-c2ccco2)nc2ccc(Br)cc12,15%,i,-10%,7%,8%,5,2%,22%,16,
COc1ccc(OC)c(C(=O)c2oc3ccccc3c2NC(C)=O)c1,-15%,i,-5%,12%,.,0,-3%,-2%,13,
CCOCCCNC(=O)C1CCN(S(=O)(=O)N2CC(C)CC(C)C2)CC1 (stereo not given),.,i,-14%,2%,.,0,-17%,0%,28*,
CCN1C(=O)/C(=C2/C=CC=CN2C)SC1=S,-6%,i,-4%,14%,-4%,9,0%,0%,4,
O=C(CSc1n[nH]c(-c2cccs2)n1)N1CCN(S(=O)(=O)c2ccccc2)CC1,5%,i,-11%,15%,6%,0,11%,-5%,10,PMK inhibit pilot replicates=0.0;Spn MK inh pilot replicates=1.0;DPM-DC inhibit pilot screen %=0.0
COC(=O)c1[nH]c(=O)c2ccccc2c1OCc1ccccc1,0%,i,-2%,9%,1%,2,-12%,2%,14,
Oc1ccc(COCc2ccccc2)c2cccnc12,10%,i,10µM*,14%,6%,0,8.5µM*,0%,13,
O=C(Cn1nnc2ccccc21)NC1CCCCC1,0%,i,-1%,-7%,1%,14,-9%,-4%,14,
Cc1ccc(-c2nc(-c3ccccn3)no2)cc1,.,i,6%,9%,.,7,-4%,-2%,11,
O=C(COc1ccc(F)cc1)OCCN1CCOCC1,4%,i,-2%,9%,-1%,6,3%,-3%,9,
COc1ccc(CCNC(=O)c2c[nH]c3ccccc3c2=O)cc1OC,15%,i,33%,8%,6%,0,38%,-7%,14,
COC(=O)c1nnc(-c2ccccc2)c(-c2ccccc2)n1,2%,i,-5%,8%,0%,7,1%,3%,6,
CC(C)CCNC(=O)CN(CCCN1CCOCC1)C(=O)Cn1nnc(-c2ccc(F)cc2)n1,-6%,i,-26%,8%,.,0,-38%,-3%,20,
CCn1cc(S(=O)(=O)CC(=O)N2CCc3ccccc32)c2ccccc21,.,i,15%,13%,.,6,13%,-6%,1,
COC(=O)c1c(NC(=O)CN2CCN(C(=O)c3ccco3)CC2)c2c(C)cccc2n1C,4%,i,2%,11%,.,8,1%,-3%,12,
Cc1ccc(S(=O)(=O)N2CCC(C(=O)NCCN3CCCCCC3)CC2)cc1,19%,i,8%,2%,16%,1,10%,4%,22,PMK inhibit pilot replicates=0.0;Spn MK inh pilot replicates=0.0;DPM-DC inhibit pilot screen %=0.0
COc1cc(NC(=O)CSCc2cnn(-c3ccccc3)c2-n2cccc2)cc(OC)c1,-6%,i,-2%,3%,.,10,2%,-1%,4,PMK inhibit pilot replicates=0.0;Spn MK inh pilot replicates=0.0;DPM-DC inhibit pilot screen %=0.0
N#Cc1ccc(NC(=O)c2cc3cc4c5c(c3oc2=N)CCCN5CCC4)cc1,-9%,i,2%,-13%,2%,3,13%,97%,4,
CCOC(=O)c1sc(N)c(C#N)c1CSc1nc2ccc(OCC)cc2[nH]1,-4%,i,-3%,6%,16%,1,-17%,0%,16,
Cc1ccc(NS(=O)(=O)c2ccc(CCC(=O)N3CCOCC3)cc2)cc1,-3%,i,4%,1%,4%,9,-9%,7%,7,
CCN(CC)CCn1cnc2c([nH]c3cccc(OC)c32)c1=O,14%,.,-23%,-4%,0%,6,-14%,-2%,12,
O=S(=O)(c1cccc2cccnc12)n1cnc2ccccc21,15%,i,10%,0%,-4%,7,6%,3%,0,
CCc1c(C)c2ccc(OCC(=O)OC)cc2oc1=O,10%,.,-6%,5%,4%,8,-4%,0%,6,PMK inhibit pilot replicates=1.0;Spn MK inh pilot replicates=0.0
CN(C)C(=O)CSc1nnc(-c2cccnc2)n1-c1ccccc1,0%,i,-4%,4%,10%,3,-3%,-1%,11,
CC(=O)Nc1nn(C)c2nc3cc(C)ccc3cc12,3%,i,.,12%,.,11,.,2%,3,
CC(C)CNC(=O)C1CCN(c2ccc(S(=O)(=O)N3CCOCC3)cc2)CC1,0%,i,3%,1%,.,4,1%,-4%,18,
COc1ccc(-c2nnc(SCC(=O)Nc3ccccc3OC)o2)cc1,2%,i,0%,-2%,11%,6,-2%,-7%,11,
CCOC(=O)C1=C(C)N(C)C(=O)NC1c1cc2c(cc1Br)OCO2 (stereo not given),0%,i,1%,7%,-1%,10,1%,-4%,0,
CCOC(=O)c1sc(NC(=O)CSc2nnc(-c3ccco3)n2CC)c(C(=O)OCC)c1C,-10%,i,32%,25%,16%,9,30%,1%,10,PMK inhibit pilot replicates=5.5;Spn MK inh pilot replicates=7.5;DPM-DC inhibit pilot screen %=1.0
CCOc1cc(C)nc(Oc2ccc(=O)[nH]n2)n1,4%,i,0%,7%,11%,4,-17%,-15%,0,
O=C(Nc1ccc(-c2nc3ccccc3o2)cc1)c1ccc2c(c1)OCO2,2%,.,2%,6%,6%,7,2%,2%,6,
CCOc1ccc(-c2noc(CCC(=O)NC)n2)cc1OCC,1%,i,6%,5%,5%,10,-3%,1%,10,
Cc1cc(C)nc(SCc2nnc(SCc3ccccc3Cl)o2)n1,-7%,i,-5%,8%,7%,10,-16%,-3%,13,PMK inhibit pilot replicates=0.0;Spn MK inh pilot replicates=1.0;DPM-DC inhibit pilot screen %=0.0

# Source: PubChem BioAssay (several laboratories)
